# High-throughput results (PubChem)
# NOD1 inhibition: NOD1 signaling inhibitors, primary screen, cell-based, luminescence, uHTS (AID 1578). one-dose inhibition, % at 4 µM; EC50 in µM for titrated hits. hit rate 1% among 290,000. NOD1-driven NF-kB luciferase reporter cells, luminescence; higher % means a stronger effect; in the data active = inhibition mostly above about 36%, no sharp cut-off; inactive = mostly below about 34%;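 also: HEK-293T reporter cells stimulated with the NOD1 agonist gamma-tri-DAP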
# KOR beta-arrestin-1: KOR antagonists, beta-arrestin recruitment, cell-based, luminescence, uHTS (AID 1778) | KOR beta-arrestin recruitment, luminescence, antagonist mode; higher % means a stronger effect | Kappa-type opioid receptor (Homo sapiens) | hit rate 0.091% among 290,000 | inhibition, % at 10 µM; hits with a dose series show IC50 in µM; in the data active = inhibition above about 50%; also: strong numbers were not always called active
# GPR55 beta-arrestin: GPR55 agonists via beta-arrestin recruitment, primary screen, imaging, U2OS cells, beta-arrestin-GFP redistribution (AID 1961) | G-protein coupled receptor 55 (Homo sapiens) | U2OS GPR55 beta-arrestin-GFP redistribution imaging; higher % means a stronger effect | one-dose activation, % at 10 µM; EC50 in µM for titrated hits | hit rate 0.048% among 290,000;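 active = activation above 40% with more than 50 cells counted in the well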;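 also: U2OS osteosarcoma cells stably expressing GPR55 and beta-arrestin-GFP; plate controls were DMSO negative control for no effect and LPI positive control for full effect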
# HIV fusion peptide: inhibitors of HIV fusion peptide binding, primary screen, biochemical, uHTS, fluorescence dequenching (AID 1986); cell-free peptide binding, fluorescence dequenching, 30 min; higher % means a stronger effect; inhibition, % at 20 µM; hits with a dose series show IC50 in µM; hit rate 0.3% among 290,000; in the data active = inhibition mostly above about 52%, no sharp cut-off; inactive = mostly below about 76%; also: some results filed as inactive read as strong as hits
# GPR55 LPI antagonism: GPR55 antagonists blocking LPI-driven arrestin recruitment, primary screen, imaging, U2OS, beta-arrestin-GFP, LPI agonist (AID 2013). U2OS GPR55 beta-arrestin-GFP translocation imaging, LPI antagonism; higher % means a stronger effect. hit rate 0.13% among 290,000. one-dose inhibition, % at 10 µM; IC50 in µM for titrated hits. G-protein coupled receptor 55 (Homo sapiens);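 active = spots per cell inhibited over 60%, with over 100 cells counted and total cytoplasm intensity under 500,000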;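 also: U2OS cells stably carrying GPR55 and arrestin-GFP stimulated by 5 µM LPI near EC80; imaged beta-arrestin-GFP aggregate spots per cell after agonist stimulation; plate controls were LPI-stimulated DMSO wells for no effect and DMSO wells without LPI for full effect; some results filed as inactive read as strong as hits; confirmed hits need IC50 under 10 µM and bright autofluorescent wells are also inconclusive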
# GPR35 arrestin U2OS: GPR35 antagonists blocking zaprinast-driven arrestin recruitment, primary screen, imaging, U2OS, beta-arrestin-GFP, zaprinast agonist (AID 2058); G-protein coupled receptor 35 (Homo sapiens); U2OS GPR35 beta-arrestin-GFP translocation imaging, zaprinast antagonism; higher % means a stronger effect; one-dose inhibition, % at 10 µM; IC50 in µM for titrated hits; hit rate 0.052% among 290,000;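 active = inhibition of at least 50% with at least 30 cells and total cytoplasm GFP at most 10,000,000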
# KOR beta-arrestin-2: KOR agonists, beta-arrestin recruitment, primary screen, cell-based, luminescence, uHTS (AID 1777) | hit rate 0.02% among 280,000 | activation, % at 10 µM, or EC50 in µM where a hit was titrated | KOR beta-arrestin recruitment, luminescence; higher % means a stronger effect | Kappa-type opioid receptor (Homo sapiens); in the data active = activation above about 50%, passing the limit was not always enough; also: a part of the inactive calls stands beside numbers as strong as those of hits
# SIAH1 antagonists: Siah-1 peptide-binding antagonists, primary screen, biochemical, fluorescence polarization, rhodamine-plectin, uHTS (AID 1817) | one-dose displacement, % at 20 µM; IC50 in µM for titrated hits | Siah-1 / rhodamine-plectin peptide fluorescence polarization; higher % means a stronger effect | hit rate 0.02% among 290,000;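 active = displacement of at least 50% at 20 µM, with a fluorescence ratio check between 0.3 and a set limit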;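 also: plate controls were Siah plus tracer with DMSO for no effect and tracer alone without Siah for full effect; strong numbers were not always called active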
# AID2073: inhibitors of Mint1-CaV2.2 protein interaction, biochemical, HTRF (AID 2073); Voltage-dependent N-type calcium channel subunit alpha-1B (Homo sapiens); HTRF protein-protein interaction, Mint1-CaV2.2; higher % means a stronger effect; inhibition, % at 20 µM, or IC50 in µM where a hit was titrated; hit rate 0.19% among 290,000; in the data active = inhibition mostly above about 51%, no sharp cut-off; also: some results filed as inactive read as strong as hits
# Starred values were filed as active, the others as inactive; nt = no result given; [ ] = another dose, or the depositor's remark. These rows are one share of the data. The share of hits here may be higher or lower than overall.
SMILES,NOD1 inhibition,KOR beta-arrestin-1,GPR55 beta-arrestin,HIV fusion peptide,GPR55 LPI antagonism,GPR35 arrestin U2OS,KOR beta-arrestin-2,SIAH1 antagonists,AID2073
Cn1ncc([N+](=O)[O-])c1C(=O)Nc1ccc(-c2nc3ccccc3[nH]2)cc1,-24%,12%,-0.4%,-2.6%,-1%,-4%,-2.0%,2%,-1%
CCOc1ccc(NC(=O)CSc2nnc(C)n2CC2CCCO2)cc1 (configuration not stated),-8%,12%,0.3%,-0.8%,2%,11%,-6.4%,1%,4%
COc1ccc(CCN2CCCC(CN(C)Cc3cccc(OC)c3)C2)cc1 (configuration not stated),-14%,-66%[20 µM],-0.3%,-0.8%,7%,-4%,1.5%,-1%,-8%
Cc1nnc(SCC(=O)NCC2CCCO2)n1-c1ccccc1 (configuration not stated),-7%,-61%,0.3%,0.2%,-6%,3%,1.1%,2%,0%
Cc1cc(-n2c(SCC(=O)NCc3cccs3)nc3n[nH]c(C)c3c2=N)ccc1Cl,45%,-4%,-0.1%,6.4%,nt,12%,1.3%,1%,20%
CCCOc1ccccc1C(=O)N1CCNC(=O)C1CC(=O)OC(C)C (configuration not stated),-46%,-43%,-0.1%,1.8%,8%,-1%,10%,-2%,-5%
COc1ccccc1NS(=O)(=O)c1ccc(S(=O)(=O)N2CCOCC2)cc1,-17%,-7%,-0.2%,-1.7%,2%,10%,-1.5%,2%,-9%
O=C(NNC1=NCCC1)c1cccc(S(=O)(=O)N2CCCCC2)c1,-29%,-23%,-0.2%,2.6%,14%,-11%,-1.1%,4%,2%
CC(=O)c1cccc(NC(=O)C(OC(=O)/C=C/c2ccc3c(c2)OCO3)c2ccccc2)c1 (configuration not stated),8%,4%,0.3%,1.9%,0%,-11%,-0.5%,1%,35%
COc1cc(-n2nc(C)c3c2OC(N)=C(C#N)C3c2ccccc2)c(Cl)c(Br)c1O (configuration not stated),-36%,16%,-0.1%,47%,3%,-16%,0.4%,1%,-9%
Cc1cccc(C)c1NC(=O)C(NC=O)c1ccc(N(C)C)cc1 (configuration not stated),4%,20%,0.5%,-3.6%,12%,2%,0.9%,2%,-3%
CC(C)C1Cc2nc(Cl)c(C#N)cc2CO1 (configuration not stated),-5%,-20%,1.1%,-0.1%,3%,2%,4.4%,-4%,-2%
O=C(NC1CC2CCCC(C1)N2Cc1ccccc1)c1ccc([N+](=O)[O-])cc1 (configuration not stated),-11%,30%[20 µM],-0.2%,-0.7%,1%,5%,-2.8%,6%,-3%
COc1ccc(NC(=O)NCc2ccc3c(c2)OCO3)cc1,-23%,-22%[20 µM],-0.1%,-1.4%,11%,-4%,-2.9%,-6%,2%
CC(=O)Nc1ccc(NC(=O)C(C)n2nc([N+](=O)[O-])c(Br)c2C)cc1 (configuration not stated),-4%,-3%,-0.1%,1.2%,18%,5%,1.7%,-2%,-2%
NS(=O)(=O)c1ccc(CNS(=O)(=O)c2cccc3nonc23)cc1,-12%,9%,0.6%,-1.5%,1%,11%,-1.2%,5%,5%
COc1ccc(C2(C)NC(=O)N(CC(=O)Nc3cccnc3Cl)C2=O)cc1 (configuration not stated),-13%,4%,-0.1%,1.2%,13%,-4%,-2.9%,2%,0%
COc1ccccc1C(=O)N=c1sc2c(C)ccc(OC)c2n1C,4%,16%,0.7%,-0.9%,3%,-1%,-0.4%,1%,18%
CCCS(=O)(=O)C/C(N)=N/OC(=O)c1ccc(Cl)cc1,-6%,17%,1.3%,-1.7%,-11%,-3%,1.6%,5%,-5%
COc1cc(C(=S)N2CCOCC2)cc(OC)c1OC(=O)c1cccc(C)c1,-15%,-44%[20 µM],0.1%,-1.8%,-2%,-3%,-7.7%,0%,-12%

# Another view of part of the listing above:
Structure	NOD1 inhibition	KOR beta-arrestin-1	GPR55 beta-arrestin	HIV fusion peptide	GPR55 LPI antagonism	GPR35 arrestin U2OS	KOR beta-arrestin-2	SIAH1 antagonists	AID2073
COc1ccccc1NS(=O)(=O)c1ccc(S(=O)(=O)N2CCOCC2)cc1	-17%	-7%	-0.2%	-1.7%	2%	10%	-1.5%	2%	-9%
Cc1nnc(SCC(=O)NCC2CCCO2)n1-c1ccccc1 (configuration not stated)	-7%	-61%	0.3%	0.2%	-6%	3%	1.1%	2%	0%

# Next section:
SMILES,NOD1 inhibition,KOR beta-arrestin-1,GPR55 beta-arrestin,HIV fusion peptide,GPR55 LPI antagonism,GPR35 arrestin U2OS,KOR beta-arrestin-2,SIAH1 antagonists,AID2073
C[C@@H]1CC=C[C@H]2[C@H]1C(=O)N(Cc1ccccc1)[C@H]2c1ccc(-c2cc3ccccc3s2)cc1F,-6%,12%,-0.1%,2.2%,9%,-4%,3.2%,16%,11%
O=C1CSC(c2ccc3c(c2)OCO3)N1c1ccc(Oc2ccccc2)cc1 (configuration not stated),-38%,-24%,0.1%,-2.7%,-3%,-12%,0.1%,0%,-1%
CC(C)=NN1C(c2nonc2N)=NOC1(C)C,1%,23%,-0.1%,-1.5%,-5%,-8%,-6.8%,11%,-10%
Cc1nn(CC(=O)NCc2ccccc2)c(=O)c2ccccc12,-10%,4%,-0.2%,21%,7%,9%,2.0%,3%,-5%
CC1CCC(NC(=O)C2CCN(c3nc4ccccc4s3)CC2)CC1 (configuration not stated),34%,13%,0.5%,1.2%,2%,-13%,-0.1%,-2%,14%
CCOC(=O)c1sc(NC(=O)c2ccco2)nc1C,-40%,-16%,-0.3%,2.1%,2%,8%,-0.5%,6%,4%
c1ccc(Cc2noc(CN3CCCC(CN4CCOCC4)C3)n2)cc1 (configuration not stated),-28%,-8%[20 µM],0.3%,-0.7%,3%,15%,-8.4%,2%,9%
CC1CCCN(C(=O)C(C)Sc2nc(-c3ccccc3)cc(C(F)(F)F)n2)C1 (configuration not stated),15%,-8%,0.5%,-0.5%,18%,-13%,1.4%,-1%,5%
O=C(NNC(=S)Nc1ccccc1Cl)C1CC1,-23%,-6%,0.2%,0.5%,15%,5%,-2.1%,-1%,-14%
Fc1ccc(Nc2nc(-c3ccncc3)nc3ccccc23)cc1F,40%,-14%,-0.1%,-1.6%,14%,2%,3.2%,-1%,28%
COCCNC(=O)c1c(N)n(CCC2=CCCCC2)c2nc3ccccc3nc12,-6%,-21%,-0.1%,3.9%,-26%,-18%,2.0%,3%,9%
Cc1occc1C(=O)Nc1ccc(S(N)(=O)=O)cc1,4%,-32%[20 µM],-0.1%,0.1%,-1%,5%,2.4%,-2%,-9%
CC(NC(=O)c1ccc2c(c1)OCO2)c1ccccc1 (configuration not stated),-27%,-12%,-0.2%,0.3%,-5%,-8%,8.7%,2%,-2%
COCCNC(=O)[C@@H]1CSC2c3ccccc3C(=O)N21 (some centres not stated),1%,27%,-0.2%,3.5%,-6%,-19%,-0.4%,1%,6%
Cc1noc(C)c1CC(=O)N1CCCC(C(=O)c2ccc(C(C)(C)C)cc2)C1 (configuration not stated),4%,-29%,-0.3%,2.4%,11%,-12%,-2.4%,0%,5%
O=[N+]([O-])/C(=C\Nc1ccccc1Cl)S(=O)(=O)c1ccccc1,29%,8%,-0.1%,-3.9%,7%,2%,0.9%,-4%,-13%
CCc1nnc(NC(=O)[C@@H](NC(=O)c2cccc(C)c2)C(C)C)s1,-18%,7%,-0.2%,1.0%,-2%,-9%,-1.5%,-2%,-2%
CSc1sc(-c2ccnc(SCC(=O)C(C)(C)C)n2)c2c1C(=O)CC(C)(C)C2,-4%,-23%,0.0%,0.4%,0%,-1%,6.7%,-9%,1%
Cc1c(C(=O)NN)nn(-c2ccc(F)cc2)c(=O)c1C#N,-8%,-46%,-0.3%,-2.8%,-4%,18%,-0.3%,2%,-2%
Brc1cccc(-c2nnc3sc(CNC4CCCC4)cn23)c1,-10%,-27%,-0.2%,-1.2%,2%,14%,2.7%,0%,18%
Cc1nc2sc3c(c2c(=O)o1)CCCC3,7%,-17%,0.1%,1.0%,9%,12%,0.6%,4%,-10%
COc1cccc(OCC(=O)Nc2cc(NC(=O)COc3cccc(OC)c3)cc(C(=O)O)c2)c1,-14%,-49%[20 µM],-0.2%,21%,-2%,-2%,0.0%,-1%,-5%
O=C(NCc1ccncc1)c1ccc(Br)o1,-2%,-2%,0.2%,0.7%,4%,-5%,-5.0%,-4%,17%
C=CCNC(=S)Nc1ccc(C(N)=O)cc1,-29%,-19%,0.2%,1.0%,0%,4%,-1.1%,8%,-7%
Cc1nc(NC(=O)c2cccs2)ccc1Br,-55%,-3%,0.0%,-0.6%,-10%,4%,-3.8%,8%,9%
CCc1ccc(OCCCC(=O)NCc2ccco2)cc1,-42%,21%[20 µM],0.0%,1.6%,12%,0%,-3.4%,4%,0%
CCc1cc(C(=O)NNC(=S)Nc2cccc(C)c2)cs1,-28%,-9%,0.4%,1.1%,-16%,-11%,-4.0%,1%,-8%
Cc1cc(C)c2sc(N(CCCN(C)C)C(=O)COc3ccc(Cl)cc3)nc2c1,-33%,-59%,-0.3%,-0.4%,25%,11%,2.7%,-6%,-10%
COc1ccc(CCNC(=O)C(=O)NCC2OCCN2S(=O)(=O)c2ccc(OC)c(C)c2)cc1 (configuration not stated),-15%,-15%[20 µM],0.7%,-0.2%,10%,-12%,-1.9%,0%,4%
COc1ccc(C(=O)N/C=C/n2cnc3cc(C(F)(F)F)ccc32)cc1,4%,22%,-0.1%,0.6%,10%,-1%,0.3%,17%,4%
COc1ccc(C(=O)/C=C/c2ccccc2)c(OC)c1,-10%,-5%,2.1%,-0.3%,28%,4%,3.8%,13%,-10%
O=C(Cc1ccc(Br)cc1)N/N=C/c1ccc(-c2cccc(C(=O)O)c2)o1,-8%,23%,0.0%,34%,7%,4%,0.7%,-1%,9%
O=C(CCN1C(=O)S/C(=C\c2ccccc2)C1=O)NCCCn1ccnc1,-26%,-24%,0.2%,1.8%,-5%,-21%,-2.6%,1%,6%
COc1ccc([C@H]2[C@H](C(=O)OC(C)(C)C)N3N=Cc4ccccc4C3C23C(=O)c2ccccc2C3=O)c(OC)c1 (some centres not stated),-6%,-5%,0.9%,14%,12%,16%,0.4%,1%,-4%
O=C(Nc1nc(-c2cc(Cl)sc2Cl)cs1)c1cccs1,41%,-7%,-0.1%,2.0%,4%,30%,4.5%,2%,1%
CCCCS(=O)(=O)N1CCCC(C(=O)Oc2ccccc2)C1 (configuration not stated),-25%,-25%[20 µM],-0.4%,-0.4%,-7%,-6%,-1.4%,6%,14%
O=C(NC1C/C(=N/O)c2cc3c(cc21)OCO3)C(F)(F)F (configuration not stated),-29%,-2%,1.0%,-1.2%,3%,-13%,5.3%,3%,3%
COc1ccc(NC(=O)Nc2ccc(C(C)C)cc2)cc1,-10%,-2%,0.0%,1.4%,-4%,-4%,5.8%,5%,8%
